CHO-K1 Ca antag = nonselective inhibitor or artifact in parental CHO-K1 cells | ATP-induced calcium, Fluo-8 fluorescence | inhibition, % at 3 µM | 0.6% of 360,000 active | AID 602250;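 active = inhibition above a per-plate cutoff, the plate's mean sample inhibition plus 3 SD, cut at about 24% in these data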;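 also: 0% = DMSO plus EC80 ATP and 100% = DMSO alone without ATP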
OXTR potentiator = potentiates the human oxytocin receptor response; P30559; AID 2445; 0.061% of 320,000 active; activation, % at 3 µM; CHO-OTR cells, Fluo-8 calcium fluorescence, potentiator mode; 0% = oxytocin EC15, 100% = EC100;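 active = activation above that plate's cutoff, the mean activation of tested compounds plus 3 SD, cut at about 6.6% in these data, passing the limit was not always enough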;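 also: 100% uses oxytocin at 75 nM as the full agonist control; some results filed as inactive read as strong as hits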
Target sequence (P30559 whole entry, looked up): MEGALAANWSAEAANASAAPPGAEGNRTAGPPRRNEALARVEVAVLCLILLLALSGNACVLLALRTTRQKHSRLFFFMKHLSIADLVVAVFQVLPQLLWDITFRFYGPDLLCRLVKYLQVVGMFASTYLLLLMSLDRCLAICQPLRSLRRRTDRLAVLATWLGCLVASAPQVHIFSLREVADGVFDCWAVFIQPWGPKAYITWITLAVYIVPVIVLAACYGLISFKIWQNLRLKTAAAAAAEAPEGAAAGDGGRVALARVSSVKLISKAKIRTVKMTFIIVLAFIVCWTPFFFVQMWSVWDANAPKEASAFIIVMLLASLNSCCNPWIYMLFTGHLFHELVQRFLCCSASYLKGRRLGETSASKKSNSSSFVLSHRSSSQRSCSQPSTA
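Material: CHO-OTR cells, human receptor; compound dosing: single dose, 3.0 µM nominal final compound concentration; schedule: 6 min compound pre-incubation at room temperature, 100 s kinetic read; measured by: kinetic Fluo-8 calcium fluorescence; read-out basis: % activation vs EC15 and EC100 oxytocin; controls: EC15 oxytocin alone as 0%, 75 nM oxytocin as 100%; replicates: singlicate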
M1 PAM parental = counter-screen for M1 PAMs: effect in parental CHO-K1 cells; activation, % at 3 µM; 0.02% of 360,000 active; ATP EC20, Fluo-8 calcium fluorescence; 0% at ATP EC20, 100% at ATP max; AID 602247;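 active = activation above the run cutoff, the mean activation of all test compounds plus 3 SD, cut at about 40% in these data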;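 also: peak over basal fluorescence ratio in a 140 s read after ATP addition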
TAAR1 antagonist = human TAAR1 antagonism. inhibition, % at 3 µM. 1.5% of 360,000 active. CHO RD-HGA16 TAAR1, Fluo-8 calcium fluorescence, antagonist;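 active = inhibition above a per-plate cutoff, the mean inhibition of test compounds on that plate plus 3 SD, cut at about 49% in these data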;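 also: 0% = DMSO plus EC80 beta-PEA response and 100% = DMSO alone without agonist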
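Test system – hTAAR1-expressing CHO RD-HGA16 cells, Gα16-coupled · Also added – β-PEA at EC80 concentration, post-compound challenge · Compound – 3 µM, single point · Incubation – dye loading 75 min at 37 °C, then 30 min room temperature · Measured by – Fluo-8 intracellular calcium dye fluorescence, real-time kinetic reads · Benchmarks – vehicle and agonist controls · Replicates – singlicate, one well per test compound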
M1 ag = human M1 muscarinic receptor agonism; CHO-K1 hM1, Fluo-8 calcium fluorescence, agonist mode; 0% DMSO, 100% acetylcholine EC100; activation, % at 3 µM; 0.33% of 360,000 active; AID 588814;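 active = activation above the run's mean compound activation plus 3 SD, cut at about 16% in these data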;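 also: peak over basal fluorescence ratio within a 140 s kinetic read after compound addition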
Target sequence (P11229 whole entry, looked up): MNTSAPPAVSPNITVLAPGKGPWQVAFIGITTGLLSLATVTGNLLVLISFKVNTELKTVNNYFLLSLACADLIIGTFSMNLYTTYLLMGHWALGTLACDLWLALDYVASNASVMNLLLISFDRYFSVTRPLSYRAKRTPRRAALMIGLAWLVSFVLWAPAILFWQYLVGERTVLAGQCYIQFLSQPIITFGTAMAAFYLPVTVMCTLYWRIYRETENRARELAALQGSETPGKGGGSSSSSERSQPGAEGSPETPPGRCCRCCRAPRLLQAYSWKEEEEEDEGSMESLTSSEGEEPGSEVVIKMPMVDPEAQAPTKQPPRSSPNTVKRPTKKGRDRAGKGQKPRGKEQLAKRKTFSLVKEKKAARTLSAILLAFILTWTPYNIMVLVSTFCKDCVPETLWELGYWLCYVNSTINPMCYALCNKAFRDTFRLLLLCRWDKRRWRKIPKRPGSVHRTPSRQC
TAAR1 agonist = agonists of human TAAR1 | Q96RJ0 | CHO RD-HGA16 TAAR1, Fluo-8 calcium fluorescence; vehicle wells 0%, saturating PEA agonist 100% | activation, % at 3 µM | 0.99% of 360,000 active | AID 624467;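 active = activation above the mean activation of all test compounds in the run plus 3 SD, cut at about 38% in these data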
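Test system: RD-HGA16 (CHO) cells co-expressing Gα16 and hTAAR1 / Benchmarks: DMSO vehicle as 0%, PEA at EC100 as 100% / Repeats: no replicates (n 1) / Measure: % activation from peak over basal fluorescence ratio, DMSO-to-PEA scaled / Timing: 17-24 h plating, Fluo-8 75 min 37 °C, 30 min RT / Technique: kinetic Fluo-8 calcium fluorescence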
CHO parental Ca = signal in parental CHO cells, OX1R antagonist counter-screen; parental CHO-K1, ATP-induced calcium, Fluo-8 fluorescence; 0.63% of 330,000 active; AID 463079; inhibition, % at 5.6 µM;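 active = inhibition above that plate's mean sample inhibition plus 3 SD, cut at about 26% in these data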;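 also: 0% = ATP-challenged DMSO wells and 100% = DMSO wells without ATP; some compounds past the cut are filed as inactive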
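Material: parental CHO cells / Compound: single nominal dose of 5.6 µM per compound / Signal: Fluo-8 fluorescence / Replicates: singlicate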
V1R ag counter = activates human V1a receptor in oxytocin agonist counter-screen; P37288; CHO-V1R cells, Fluo-8 calcium fluorescence, agonist mode; 0% DMSO, 100% 3 nM vasopressin; activation, % at 3 µM; 0.25% of 320,000 active; AID 2797;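 active = activation above the mean activation of all tested compounds plus 3 SD, per screening run, cut at about 20% in these data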;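 also: signal is peak over basal fluorescence ratio across a 100 second FLIPR read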
M1 ag parental = M1 agonist counterscreen hit in parental CHO-K1 cells; Fluo-8 calcium fluorescence; scaled to maximal ATP response, vehicle zero; activation, % at 3 µM; 0.48% of 360,000 active; in the data active = activation above about 15%;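 also: untransfected CHO-K1 host cells lacking M1 receptor as counterscreen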
Starred values were filed as active, the others as inactive; · = no result given.

SMILES	CHO-K1 Ca antag	OXTR potentiator	M1 PAM parental	TAAR1 antagonist	M1 ag	TAAR1 agonist	CHO parental Ca	V1R ag counter	M1 ag parental
CC(C)(C)NC(=O)CSc1ncnc2c1cnn2-c1ccccc1	-12	-15	18	9	-1	1	21	9.8	5.9
COC(=O)C1=C(SC)N(c2ccccc2)C(c2ccccc2)CC1=O (configuration not stated)	8	0	-9	3	-3	1	-10	8.1	-0.5
CC(C)(C)C1COc2ccccc2N1C(=O)c1ccccc1Cl (configuration not stated)	-6	-3	1	19	-4	16	-18	-1.6	-0.2
COc1cccc(NC(=O)Nc2nnc(N3C(C)CCCC3C)s2)c1 (configuration not stated)	-17	-3	15	-21	-2	0	-24	-0.9	0.1
CC(=O)Nc1ccc(C(=O)N2CCCCC2c2cc(C(=O)Nc3ccccc3Cl)no2)cc1 (configuration not stated)	5	·	-12	-6	-3	3	·	·	0.7
CC(=O)CCc1ccc(OCCCOc2cccc3cccnc23)cc1	14	-16	-15	68*	-1	15	-3	8.8	8.7
Cc1ccc(C(O)(C(=O)NNc2ccccn2)c2ccc(C)cc2)cc1	-6	-3	-1	-11	-5	5	-16	-0.7	0.0
O=C(CCC1CCCN(C(=O)COc2ccccc2)C1)N1CCN(c2ccccn2)CC1 (configuration not stated)	-11	-12	16	10	-6	2	-23	1.0	4.3
CCOc1cccc(-c2c(C(=O)N/N=C(\C)c3cccs3)nnn2-c2nonc2N)c1	-17	-11	29	88*	31*	132*	-15	36*	6.4
O=C(OCC(=O)N1CCN(c2ccccc2)CC1)c1ccc(O)cc1O	-2	-10	10	-28	1	4	2	7.4	4.8
Cn1c(CC(=O)Nc2ccc(Cl)c(Cl)c2)nnc1SCC(=O)NCc1ccccc1	-9	1	-9	8	-1	38*	16	-0.1	0.2
CCC1CC(=O)CCN1S(=O)(=O)c1ccc(C)cc1 (configuration not stated)	-7	·	11	-17	-4	2	·	·	0.7
CC(C(=O)Nc1ccc(C#N)cc1)N(C)CC(=O)N(C)c1c(N)n(Cc2ccccc2)c(=O)[nH]c1=O (configuration not stated)	-6	0	-2	-5	-3	2	-6	-0.4	0.0
Cc1ccc(N2C(=O)CC(N(O)C3CC(=O)N(c4ccc(C)cc4)C3=O)C2=O)cc1 (configuration not stated)	-2	-12	2	-11	-4	15	-13	-0.8	-0.5
Cc1cccc2cc3c(NC(=O)C(C)(C)C)nn(CC(C)C)c3nc12	-6	-1	16	-28	-6	9	-8	-1.0	0.6
O=C1OC(N2C(=O)CC[C@H]2C(=O)NCC2CCCO2)c2ccccc21 (some centres not stated)	8	-4	12	-48	-4	2	2	1.3	0.7
COC(=O)Cc1ccc(NC(=S)N2CCCC(CO)C2)cc1 (configuration not stated)	-9	-5	9	-10	-4	2	-7	-0.1	0.5
CN(C(=O)c1c[nH]c(=O)cc1C(F)(F)F)c1ccc(Cl)cc1	-7	-7	12	0	0	0	-6	0.7	1.7
O=S(=O)(Nc1cc(S(=O)(=O)N2CCOCC2)ccc1NCC1CCCO1)c1ccccc1F (configuration not stated)	-5	-6	7	1	-4	1	-15	-0.5	-0.2
Cc1ccc(Nc2nc(N)nc(CSc3nnc(C)s3)n2)cc1	-7	11	17	-17	-2	7	-5	0.0	0.4
CC(C)c1nnc(NC(=O)c2ccc(S(=O)(=O)N3CCOCC3)cc2)s1	-8	-5	14	-22	1	2	-5	0.4	0.4
CN1CCN(S(=O)(=O)c2ccc(NC(=O)Nc3cccc(Cl)c3)cc2)CC1	12	-25	18	26	-3	27	20	7.3	3.6
CCC(=O)NCCc1nc2ccccc2n1CC	-5	-6	-5	0	0	0	-3	0.8	0.0
COc1ccc(Cl)cc1NC(=O)C1CCN(C(=O)C2CC(=O)N(c3ccc(C)cc3)C2)CC1 (configuration not stated)	2	-6	6	5	-5	-3	-6	-0.5	0.3
O=C(O)CCCCCNC(=O)c1cccc(Br)c1	-5	-3	23	4	-3	6	-12	-0.5	0.1
CCOC(=O)C1CCN(C(=O)COC(=O)c2ccc(=O)n(Cc3ccccc3)n2)CC1	-9	-7	-23	-40	0	0	-15	-0.1	0.5
CCC(=O)NS(=O)(=O)c1cccnc1Nc1ccc(Cl)cc1	-4	-7	11	2	0	3	-11	0.5	0.5
COc1ccccc1Cc1noc(-c2cc(Cl)ccc2OC)n1	-12	-3	21	-5	-7	1	-25	-0.7	0.7
CCOC(=O)n1c(=O)oc2cc(S(=O)(=O)N3CCCCC3)ccc21	-18	-2	26	·	-1	·	-6	1.2	6.3
Cc1ccccc1-n1c(SCC(=O)c2cc(C)n(C)c2C)nnc1-c1ccncc1	-7	-17	20	10	-4	2	-24	2.4	1.0

Part of the list above in another layout.
Values run as follows: CHO-K1 Ca antag, OXTR potentiator, M1 PAM parental, TAAR1 antagonist, M1 ag, TAAR1 agonist, CHO parental Ca, V1R ag counter, M1 ag parental
- CN1CCN(S(=O)(=O)c2ccc(NC(=O)Nc3cccc(Cl)c3)cc2)CC1
  12, -25, 18, 26, -3, 27, 20, 7.3, 3.6
- CCOC(=O)C1CCN(C(=O)COC(=O)c2ccc(=O)n(Cc3ccccc3)n2)CC1
  -9, -7, -23, -40, 0, 0, -15, -0.1, 0.5

The list goes on:
SMILES	CHO-K1 Ca antag	OXTR potentiator	M1 PAM parental	TAAR1 antagonist	M1 ag	TAAR1 agonist	CHO parental Ca	V1R ag counter	M1 ag parental
CCOc1ccc2nc(NC(=O)C(NS(=O)(=O)c3cccs3)C(C)C)sc2c1 (configuration not stated)	-12	-5	15	·	-7	·	-19	-0.1	0.7
O=C(CSc1nnnn1-c1ccc(O)cc1)Nc1cccc(S(=O)(=O)N2CCCC2)c1	1	-17	2	17	2	12	-1	11	5.6
Cc1ccn2cc(C(=O)Nc3ccccc3N3CCOCC3)nc2c1	4	2	2	23	-4	11	-13	0.8	2.0
Nc1ccc(S(=O)(=O)NNC(=O)C(=O)NNc2ccccc2)cc1	-7	-5	12	-7	1	-1	1	0.7	0.2
CCOC(=O)C1=CC[C@@H](c2cc3cc(OC)ccc3n2C)N(S(=O)(=O)c2ccc(C)cc2)[C@H]1C(=O)OCC	-5	-9	-9	-4	-3	4	-12	-0.4	1.9
O=C(N1CCOCC1)C12CC3CC(C1)CC(c1ccccc1)(C3)C2	10	-5	-3	-4	-6	14	-14	0.3	0.1
COc1ccccc1N1CCN(CC(=O)Nc2c(C)n(C)n(-c3ccccc3)c2=O)CC1	-3	3	18	-7	-9	1	0	0.1	0.2
COc1cc(OCc2ccccc2)c(C(=O)/C=C/c2ccc3c(c2)OCO3)c(OC)c1OC	-5	-10	17	8	-3	1	-3	2.6	0.9
COC(=O)c1c(NC(=O)Cc2ccc(OC)c(S(=O)(=O)N3CCOCC3)c2)sc(C)c1C	-9	-11	17	-2	-5	2	-17	-0.2	0.8
CCCCOC(=O)NCN1C(=O)C2C3C=CC(C3)C2C1=O (configuration not stated)	3	-1	10	-13	-3	0	-5	0.8	0.5
COc1ccc(CN2CCCC(CO)(Cc3ccc(F)cc3)C2)cc1C (configuration not stated)	2	6	13	-18	-6	3	-27	1.3	3.7
C#CC[N+]1(CC#Cc2cccc(C)c2)CCCCC1	-12	-9	23	0	-13	3	-13	-0.5	1.0
O=C(COC(=O)c1ccccc1Oc1ccccc1)NC1CC1	-20	-17	23	-18	-3	0	-7	-0.3	3.7
CC(C(=O)Nc1ccc(F)c(F)c1F)N(C)CCOc1ccccc1 (configuration not stated)	-4	-6	9	-15	-4	2	-23	-1.8	-0.6
O=C(NCCN1C(=O)C2C3C=CC(C3)C2C1=O)N1CCCCC1 (configuration not stated)	-6	-3	-7	-16	-2	1	4	0.7	0.0
Cc1nn(C(C)(C)C)c(C)c1/C=N/OC(=O)Nc1ccc(Cl)c(Cl)c1	-5	-11	6	27	-4	1	-8	1.9	0.6
CSc1ccc(CCNS(=O)(=O)c2ccc3c(c2)C(C)(C)C(=O)N3C)cc1	-12	-5	-4	-4	-2	-1	-26	0.4	2.1
COc1cccc(CNC(=O)c2ccc(NC(=O)CC3SC(N4CCCC4)=NC3=O)cc2)c1 (configuration not stated)	-9	-6	-15	-11	-3	-1	-3	0.0	-0.4
O=C(Nc1ccc2oc(-c3ccncc3)nc2c1)c1c(F)c(F)c(F)c(F)c1F	-7	-11	19	2	-4	17	-4	0.5	0.5
Cc1ccc(-c2ccc(CN3C(CC(C)C)C(=O)N(Cc4cn(Cc5ccco5)nn4)CCS3(=O)=O)cc2)cc1 (configuration not stated)	6	·	7	-29	-1	0	·	·	4.0
CC1CCCC(C)N1C(=O)COC(=O)c1cccc(S(=O)(=O)N(C)c2ccccc2)c1 (configuration not stated)	0	-6	-9	37	-5	6	-13	4.2	5.2
CCOC(=O)C1=C(CC)Nc2ccccc2N=C1NC(=O)c1cc(S(=O)(=O)N2CCOCC2)ccc1C	-8	-4	13	8	-5	10	-29	-0.2	1.1
O=C(OCc1cccc([N+](=O)[O-])c1)c1ccc[nH]c1=O	-5	-3	4	-28	-2	2	-4	0.2	0.2
Cc1ccc2[nH]c3c(c2c1)CCN(C)C3	-16	1	26	-3	-9	7	-7	0.8	0.0
CC(=O)Cc1cc(O)c2ccccc2c1OC(=O)c1ccccc1	9	-22	-9	0	5	1	-14	1.4	1.2
O=C(Nc1ccccc1C(=O)O)c1cccc(F)c1	0	-6	2	-12	0	2	-4	-0.3	-0.6
CCOc1ccc(N2C(=O)CC(N(O)c3ccccc3)C2=O)cc1 (configuration not stated)	-4	-9	15	-19	-3	2	-13	-0.6	0.7
O=C(Nc1cccc(C(F)(F)F)c1)C(=O)N1CCCCC1	6	3	-11	-5	-3	0	-10	0.0	-0.2
CC(Sc1nc(N)cc(=O)[nH]1)C(=O)Nc1cccc(Cl)c1 (configuration not stated)	15	-9	-14	1	-2	0	-3	0.2	0.1
O=C(CNc1ccccc1F)Nc1cccc2ccccc12	-16	-2	21	-19	-3	0	-23	-1.4	1.3

Reformatted: entries from further up
> CCOC(=O)C1=C(CC)Nc2ccccc2N=C1NC(=O)c1cc(S(=O)(=O)N2CCOCC2)ccc1C
  CHO-K1 Ca antag: -8
  OXTR potentiator: -4
  M1 PAM parental: 13
  TAAR1 antagonist: 8
  M1 ag: -5
  TAAR1 agonist: 10
  CHO parental Ca: -29
  V1R ag counter: -0.2
  M1 ag parental: 1.1
> O=C(Nc1cccc(C(F)(F)F)c1)C(=O)N1CCCCC1
  CHO-K1 Ca antag: 6
  OXTR potentiator: 3
  M1 PAM parental: -11
  TAAR1 antagonist: -5
  M1 ag: -3
  TAAR1 agonist: 0
  CHO parental Ca: -10
  V1R ag counter: 0.0
  M1 ag parental: -0.2
